CHX counter – counter-screen hit for Shiga toxin inhibitors, cycloheximide; max response, %; cell reporter, cycloheximide protein synthesis inhibition counterscreen; actives 12% (n = 300,000); AID 2314; in the data active = max response mostly above about 13%, no sharp cut-off; inactive = mostly below about 14%; also: read at 38.3 µM for the half of the compounds with a filed dose; 0% is about no effect
LmPK inh – blocks Leishmania mexicana pyruvate kinase activity; purified LmPK, Kinase-Glo ATP luminescence, 1 h; Potency, µM (top dose mostly 57.5 µM), for inactives: at the top dose activity change, negative = inhibition, usual class: inhibitors; actives 0.37% (n = 290,000); AID 1721; also: potency is read from the fitted curve at half-maximal effect; % is scaled to controls: 0 for no effect and ±100 for the full control effect
Target sequence (Q27686 whole entry, looked up): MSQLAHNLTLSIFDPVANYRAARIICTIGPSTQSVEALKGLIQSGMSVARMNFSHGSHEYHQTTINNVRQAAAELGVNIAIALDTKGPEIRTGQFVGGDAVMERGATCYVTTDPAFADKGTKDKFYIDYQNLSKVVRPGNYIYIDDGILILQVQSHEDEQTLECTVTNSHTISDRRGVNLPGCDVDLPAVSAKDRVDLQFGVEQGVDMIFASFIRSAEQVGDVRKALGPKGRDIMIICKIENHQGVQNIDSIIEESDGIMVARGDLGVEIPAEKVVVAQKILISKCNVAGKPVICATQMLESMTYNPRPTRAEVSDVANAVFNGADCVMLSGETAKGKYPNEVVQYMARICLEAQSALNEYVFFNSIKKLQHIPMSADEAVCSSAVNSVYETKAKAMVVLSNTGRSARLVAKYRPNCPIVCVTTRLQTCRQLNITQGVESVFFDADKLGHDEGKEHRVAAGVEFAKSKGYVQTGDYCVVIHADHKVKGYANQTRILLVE
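In 50 mM imidazole pH 7.2 with 7 mM MgCl2, LmPK (0.1 nM) turned over PEP (0.5 mM) and ADP (0.1 mM) for 1 h at room temperature. Luciferase read-out of ATP.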
Shiga inhibitor – Shiga toxin inhibition | inhibition, % at 38.7 µM | actives 9.2% (n = 290,000) | Vero cells, Shiga toxin protein synthesis inhibition reporter | AID 2315; in the data active = inhibition mostly above about 28%, no sharp cut-off; inactive = mostly below about 43%; also: 0% is about no effect
AmpC inh no detg – AmpC beta-lactamase inhibition without detergent. AmpC nitrocefin hydrolysis, absorbance 480 nm, 0.0001% Triton. P00811. Potency, µM (titrated, usually from 57.1 µM), for inactives: top-dose activity change, negative = inhibition, usual class: inhibitors. actives 0.52% (n = 330,000);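 also: potency is read from the fitted curve at half-maximal effect; plate controls were no compound for no effect and no enzyme for full effect; nearly all actives have a fitted effect of over 20% in size; some results filed as inactive show a strong effect at the top dose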
Target sequence (P00811 whole entry, looked up): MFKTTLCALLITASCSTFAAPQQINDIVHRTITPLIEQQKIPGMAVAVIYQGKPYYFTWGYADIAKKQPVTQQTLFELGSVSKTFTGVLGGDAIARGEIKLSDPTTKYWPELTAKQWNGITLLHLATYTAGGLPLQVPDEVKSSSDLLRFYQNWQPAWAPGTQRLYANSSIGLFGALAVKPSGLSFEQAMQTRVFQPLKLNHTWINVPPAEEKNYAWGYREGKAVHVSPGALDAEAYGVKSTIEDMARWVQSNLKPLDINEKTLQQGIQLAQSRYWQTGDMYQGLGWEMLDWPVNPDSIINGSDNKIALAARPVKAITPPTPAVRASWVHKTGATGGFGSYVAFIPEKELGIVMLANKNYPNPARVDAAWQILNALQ
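AmpC (5.3 nM in the dispensed reagent) in 20 mM phosphate pH 7.0 with 0.01% (detergent screen) or 0.0001% Triton X-100 was preincubated with compounds for 15 min at room temperature. Nitrocefin was then added from an 800 uM solution, and hydrolysis was followed at 480 nm.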
Pf growth 96h – P. falciparum growth inhibition at 96 hour, primary screen for plastid delayed-death inhibitors; actives 6.9% (n = 320,000); Potency, µM (doses to about 28.7 µM), without a hit: top-dose activity change, negative = inhibition, actives largely listed as inhibitors; AID 504834; P. falciparum luciferase reporter growth, 96 h; also: potency is read from the fitted curve at half-maximal effect; % is scaled to controls: 0 for no effect and ±100 for the full control effect
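Parasite growth measured via integrated firefly luciferase reporter in P. falciparum. Infected erythrocytes at 2% hematocrit, 0.05% parasitemia final were treated 96 hours at 37 C under 5% CO2, and luminescence was read.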
TbPYK inhibitor – blocks Trypanosoma brucei pyruvate kinase. Q57TT1. actives 0.12% (n = 410,000). TbPYK enzyme, Kinase-Glo Plus ATP luminescence, 45 min. AID 624173. Potency, µM (top dose mostly 76.8 µM), without a hit: at the top dose activity, negative = inhibition, hits mostly inhibitors; also: potency is read from the fitted curve at half-maximal effect; % is scaled to controls: 0 for no effect and ±100 for the full control effect; nearly all actives have a fitted effect of over 50% in size
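Screened from lowest to highest concentration, compounds were pinned into TbPYK/substrate mixtures, and ADP (130 uM final) was added. Plates sat at room temperature for 45 min prior to Kinase-Glo Plus detection by luminescence.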
Pf growth 48h – P. falciparum growth inhibition at 48 hours (one generation); Potency, µM (doses to about 28.7 µM), for the others: at the top dose activity change, negative = inhibition, usual class: inhibitors; P. falciparum luciferase growth in erythrocytes, 48 h; actives 5.9% (n = 310,000); also: potency is read from the fitted curve at half-maximal effect; % is scaled to controls: 0 for no effect and ±100 for the full control effect
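Luciferase-expressing P. falciparum in infected erythrocytes (2% hematocrit, 0.1% parasitemia final) in RPMI 1640/0.5% Albumax were exposed to compound for 48 hours at 37 C, 5% CO2; growth read as luminescence.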
The depositor's hits bear a star; ? = inconclusive; nt = not tested or not shown; & = joins results of further samples; [ ] = another dose, or the depositor's remark. Unless noted, calls follow the shape of the dose curve; as a rule, active = well fitted curve in the direction sought with a large enough effect; inconclusive = small, poorly fitted or top-dose-only effect, or another doubt; inactive = no such curve, though single readings can be large; an effect the other way counts as inactive or inconclusive.

SMILES | CHX counter | LmPK inh | Shiga inhibitor | AmpC inh no detg | Pf growth 96h | TbPYK inhibitor | Pf growth 48h
CCOc1ccccc1NC(=S)N(Cc1cc2ccc(C)cc2[nH]c1=O)CC1CCCN1CC (stereo not drawn) | -2.6 | 3.1% | -8.8 | 82.4%[activator] | ? | -3.7% | ?
Nc1c(C(=O)c2ccc(Cl)cc2)oc2ccccc12 | 32.4* | 5.7% | 64.9* | -24.7% | 123.4%[activator] | -15.0% | 49.7%[activator]
CCS(=O)(=O)N1CCN(C(=O)c2cccs2)CC1 | -5.8 | -4.2% | -6.8 | -4.7% | 4.65µM* | -6.3% | 9.3%
CCn1ccnc1CN(C)C(=O)CCc1nnc(CCCc2ccccc2)o1 | 10.4 | 1.4% | 20.0 | -6.4% | -17.2% | 3.1% | ?
O=C(COc1ccccc1Cc1ccccc1)NCCCN1CCOCC1 | -3.5 | -7.3% | -3.1 | 97.2%[activator] | -7.1% | -0.3% | -21.8%
COc1ccccc1OCCCCOc1ccccc1C(C)=O | 1.1 | 6.5% | -12.8 | -2.2% | 16.2% | -3.8% | -16.5%
COc1cc(C(=O)NCCC(=O)NCCN2CCCCCC2)cc(OC)c1OC | -5.8 | -5.9% | -16.4 | 27.8% | -0.2% | 0.2% | ?
COc1ccc(C(C(O)C(=O)c2c[nH]c3ccccc23)N2CCN(c3ccc(OC)cc3)CC2)cc1 (stereo not drawn) | 7.1 | -11.0% | 10.2 | -6.8% | nt | -3.9% | 13.1µM*
O=C(NC(Cc1ccccc1)C(=O)Oc1ccc2c(C(F)(F)F)cc(=O)oc2c1)OCc1ccccc1 (stereo not drawn) | -1.9 | -4.0% | -3.8 | -19.3% | -19.1% | 1.9% | 21.4%
COc1ccc(S(=O)(=O)N2CCN(C(=O)c3cccs3)CC2)cc1 | -2.9 | -3.8% | -1.9 | -17.8% | ? | 3.2% | ?
Cc1ccc(CCC(=O)Nc2ccc(Cl)cc2)o1 | 17.6* | 2.0% | nt | -21.7% | ? | -13.5% | 24.2%
CCOC(=O)CSC1=C(C#N)C(c2ccc(F)cc2)C(C(C)=O)=C(C)N1 (stereo not drawn) | 9.2 | 4.8% | 19.4 | 1.8% | ? | ? | 31.1%[activator]
CCCNC(=O)N1[C@H]2CC[C@@H]1C(C(=O)OC)=C(c1cccc(Cl)c1)C2 | nt | nt | nt | 4.9% | ? | -7.8% | 9.0%
Brc1ccc2c(c1)C(c1cccs1)=NNC(c1cccnc1)=N2 | 7.2 | 2.2% | -7.3 | -11.3% | -10.2% | 6.2% | 1.0%
CC1CC(=O)C2=C(C1)Nc1nc3ccccc3n1C2c1cccnc1 (stereo not drawn) | -0.8 | 1.0% | 10.9 | -6.2% | -16.5% | 4.6% | ?
Cc1cc(C)n(C(=O)Cc2cn3ccsc3n2)n1 | -1.0 | 0.0% | -4.9 | -10.3% | 0.8% | -1.0% | 4.6%
CCCC(=O)Nc1nc2ccc(NC(=O)c3ccccc3F)cc2s1 | 20.9* | 6.3% | 46.9* | -29.6% | 42.8%[activator] | -0.4% | -6.1%
CC(=O)NC(c1ccco1)c1cc(Cl)c2ccc(N(C)C)nc2c1O (stereo not drawn) | nt | nt | nt | 89.3%[activator] | -32.6% | nt | ?
Cc1ccc(N(CC#N)C(=O)CS(=O)(=O)c2cccc([N+](=O)[O-])c2)cc1 | -9.4 | 0.5% | -5.5 | 2.1% | ? | -0.7% | ?
CC(=O)OCC(=O)[C@@]12OC3(CCCC3)OC1CC1C3CCC4=CC(=O)C=C[C@@]4(C)[C@]3(F)C(O)C[C@]12C (stereo partly drawn) | nt | nt | nt | nt | 9.53µM* | 1.8% | 15.1µM*
CCN1C(=O)c2ccccc2S(=O)c2ccc(C(=O)NCCN(CC(C)C)CC(C)C)cc21 (stereo not drawn) | -1.5 | 6.9% | 2.3 | -14.4% | 76.3%[activator] | 0.7% | 11.7µM*
CN1CCN(Cc2c(O)ccc3cc(-c4ccccn4)c(=O)oc23)CC1 | -0.8 | -2.6% | -14.8 | -34.7% | 13.0% | -1.0% | -2.2%
CC(=O)N1c2ccccc2C(=O)C1N(C)c1ccc(C)cc1 (stereo not drawn) | 32.8* | -3.1% | 44.6* | 2.5% | -20.1% | 1.8% | 21.2%
CCN1CCN(c2cc3c(cc2F)c(=O)c(S(=O)(=O)c2ccccc2)cn3C)CC1 | 7.8 | 6.4% | -12.8 | -7.2% | ? | -14.1%&3.4% | -22.3%
CN1CCN(NC(=O)c2ccc(S(=O)(=O)N3CC4(C)CC3CC(C)(C)C4)cc2)CC1 (stereo not drawn) | -1.3 | 0.9% | -12.8 | 82.6%[activator] | 4.7% | -0.9% | 0.0%

Entries of single compounds from above.
`CCOC(=O)CSC1=C(C#N)C(c2ccc(F)cc2)C(C(C)=O)=C(C)N1` (stereo not drawn) across the screens: CHX counter: 9.2; LmPK inh: 4.8%; Shiga inhibitor: 19.4; AmpC inh no detg: 1.8%; Pf growth 96h: ?; TbPYK inhibitor: ?; Pf growth 48h: 31.1%[activator]
`CC(=O)NC(c1ccco1)c1cc(Cl)c2ccc(N(C)C)nc2c1O` (stereo not drawn) across the screens: CHX counter: nt; LmPK inh: nt; Shiga inhibitor: nt; AmpC inh no detg: 89.3%[activator]; Pf growth 96h: -32.6%; TbPYK inhibitor: nt; Pf growth 48h: ?

The list goes on.
SMILES | CHX counter | LmPK inh | Shiga inhibitor | AmpC inh no detg | Pf growth 96h | TbPYK inhibitor | Pf growth 48h
O=C(CN1C(=O)NC2(CCCC2)C1=O)N1CCN(S(=O)(=O)c2ccccc2[N+](=O)[O-])CC1 | nt | nt | nt | -18.0% | 4.6% | 1.6% | -16.2%
O=C(/C=C/c1ccc(Cl)c([N+](=O)[O-])c1)c1cccnc1 | 9.2 | 1.4% | 2.3 | -24.3% | 18.1% | 4.1% | 3.7%
COCCn1c(=O)[nH]c2cc(C(=O)NC3CCCCCC3)ccc2c1=O | -0.5 | -6.8% | 11.5 | -13.5% | -7.6% | -0.1% | 16.7%
Cc1cc(C(=O)N/N=C2\CCCC(=O)C2)c(C)o1 | nt | nt | nt | -12.3% | 28.3% | -5.6% | 5.3%
Cc1ccc(C(=O)NCC(=O)OCC(=O)N(CC(C)C)c2c(N)n(Cc3ccccc3)c(=O)[nH]c2=O)cc1C | nt | nt | nt | -3.8% | 39.4%[activator] | -0.4% | 63.7%[activator]
COc1ccc2c(c1)c(=O)oc1cc(O)ccc12 | 1.9 | -0.3% | -5.2 | -16.3% | 80.4%[activator] | -0.3% | 82.0%[activator]
C=C(C)C(=O)Nc1cccc(C2=NOC3(C2)C[C@@H](C(N)=O)N(C(=O)c2ccc(Cl)cc2)C3)c1 (stereo partly drawn) | -1.2 | 0.6% | 4.6 | 75.4%[activator] | -21.3% | -1.3% | ?
Cc1[nH]c2ccccc2c1C(=O)C(=O)N1CCN(C(=O)c2ccco2)CC1 | -0.4 | 0.6% | 4.2 | -15.6% | 95.5%[activator] | -0.9% | -7.4%
O=C(CSc1nnc(COc2ccc(Cl)cc2)o1)N1c2ccccc2CCc2ccccc21 | -1.2 | 3.7% | -4.3 | -11.3% | ? | -9.3% | ?
O=C(Cc1ccc(O)cc1)NCCNC(=S)NCc1ccccc1 | 6.5 | 0.0% | 7.8 | -6.2% | ? | -18.2% | ?
COc1ccccc1C/C(N)=N/O | 2.4 | -2.5% | 29.8 | -24.8% | -9.5% | -4.3% | 18.2%
O=C1c2cccc3cccc(c23)C(=O)N1OS(=O)(=O)c1ccc(Br)cc1 | -0.9 | 3.4% | -8.5 | -4.3% | 29.7% | 3.1% | 12.0%
Cc1cc(CNC(=O)COc2ccccc2F)c2ccccc2n1 | 36.9* | -6.3% | 86.7* | -0.1%[2.29 µM] | 35.5%[activator] | -2.9% | 95.8%[activator]
C=CCSC1=N/C(=C\c2ccsc2)C(=O)S1 | -3.1 | 5.3% | -24.8 | -48.4% | -8.7% | -0.6% | 13.5%
Fc1cccc(NC(=S)Nc2cccnc2)c1 | 6.2 | -5.3% | -3.5 | -10.3%[2.29 µM] | 40.7% | -1.2% | 0.1%
Cc1ccc(-c2nc(=S)c3c(n2Cc2ccco2)CCCC3)cc1 | 7.8 | -0.2% | 8.3 | -9.6% | 75.7%[activator] | -3.8% | ?
N#C/C(=N\Nc1ccccc1)C(=N)N1CCOCC1 | 30.1* | -5.7% | 41.0* | -2.0% | 0.0% | 1.6% | 67.4%[activator]
O=C(Cc1ccc(Cl)cc1)Nc1ccc(N2CCCC2)cc1 | 4.9 | 7.7% | 6.4 | -20.2% | nt | -6.0% | 15.9%
CCN1C(=O)c2cccc3c(S(=O)(=O)Nc4ccncc4)ccc1c23 | -3.8 | 1.3% | -19.1 | -15.2% | -8.2% | -2.0% | nt
CN1CCN(C(c2ccc(C(F)(F)F)cc2)c2cc(Cl)c3cccnc3c2O)CC1 (stereo not drawn) | -2.9 | -8.2% | 12.3 | 1.0% | 3.7µM* | nt | ?
COc1cccc(C2C3=C(N=c4s/c(=C\c5ccc(O)cc5)c(=O)n42)c2ccccc2CC3)c1OC (stereo not drawn) | -0.9 | -0.2% | -10.0 | -30.3% | 13.1µM* | -3.4% | ?
O=C(CN1CCN(C(=O)C2CCCO2)CC1)Nc1ccc(Cl)cc1 (stereo not drawn) | -1.7 | 4.5% | -6.1 | 2.1% | -16.3% | 2.0% | 28.9%
COc1ccccc1NC(=O)c1oc2ccccc2c1NC(=O)c1ccco1 | 2.7 | 2.7% | 11.3 | -14.2% | -8.3% | -8.6% | ?
NC1=NC2(CCCCC2)n2c(nc3ccccc32)N1 | 9.9 | -12.9% | -2.5 | 11.9% | 4.7% | 0.9% | -10.5%
COc1ccccc1C(=O)Nc1nnc(S(=O)(=O)N2CCOCC2)s1 | 14.0* | 1.1% | 15.9 | 47.2% | 26.0% | -7.4% | 29.2%
O=C(CSc1nc2ccc([N+](=O)[O-])cc2[nH]1)NC1CCCCC1 | -1.9 | 1.1% | -12.6 | -17.1% | 4.9% | 2.0% | 30.8%[activator]
Cc1cc(Br)ccc1SCC(=O)OCC(=O)N1CCN(C(=O)c2ccco2)CC1 | 15.2 | 3.6% | -2.9 | 135.0%[activator] | nt | -5.1% | 37.4%
COc1ccc(CC(=O)NCc2n[nH]c(=S)n2C)cc1 | -0.9 | 2.3% | -12.7 | -9.4% | 7.8% | ? | 16.2%

Among those listed so far, four contain a thiophene ring, fused or not.
SMILES | CHX counter | LmPK inh | Shiga inhibitor | AmpC inh no detg | Pf growth 96h | TbPYK inhibitor | Pf growth 48h
CCS(=O)(=O)N1CCN(C(=O)c2cccs2)CC1 | -5.8 | -4.2% | -6.8 | -4.7% | 4.65µM* | -6.3% | 9.3%
COc1ccc(S(=O)(=O)N2CCN(C(=O)c3cccs3)CC2)cc1 | -2.9 | -3.8% | -1.9 | -17.8% | ? | 3.2% | ?
Brc1ccc2c(c1)C(c1cccs1)=NNC(c1cccnc1)=N2 | 7.2 | 2.2% | -7.3 | -11.3% | -10.2% | 6.2% | 1.0%
C=CCSC1=N/C(=C\c2ccsc2)C(=O)S1 | -3.1 | 5.3% | -24.8 | -48.4% | -8.7% | -0.6% | 13.5%

Screens (PubChem)
